Bioassay records as filed in PubChem BioAssay.
Xi reactivation: reactivates the inactive X chromosome in mouse fibroblasts; XiGFP mouse fibroblasts, % GFP-positive cells imaging, 3 d; cells co-treated with 5-aza-dC sensitizer; scaled so ellipticine positive control = 100%; activation, % at 7.58 µM; 360,000 tested, 0.055% active; AID 743238;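 active = mean normalized replicate activation at least 10% and every replicate at or above 10%; inconclusive = only one of the two criteria met; inactive = mean below 10% and not all replicates reach 10%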;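 note: 0% = median of on-plate neutral control wells and 100% = ellipticine 6 µM median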
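Material: SV40-immortalized XiGFP fibroblast cells, line 68-5-11 | Buffer or medium: DMEM containing 5-aza-dC | Dosing: One concentration, pinned | Times: 3 d treatment, 15 min room-temperature fixation | Controls: Ellipticine 6 µM positive control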
FN deposit inh: fibronectin deposition inhibition. 350,000 tested, 0.086% active. inhibition, % at 12.6 µM. AH1F fibroblasts, Alexa488-fibronectin deposition fluorescence, overnight;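 active = mean inhibition across replicates of 30% or more, regardless of how many single replicates reach that level; inconclusive = mean under 30% yet at least half of replicates reach 30%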;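 note: positive control wells lacked labelled fibronectin entirely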
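Material: AH1F fibroblast monolayer depositing Alexa488-labelled fibronectin into matrix / Amount: 10000 AH1F cells per well / Signal: fluorescence 485/525 nm / Medium: DMEM, 2% serum / Compound: single dose, pinned / Incubation: 1 h cell adhesion before compound, then overnight fibronectin incubation / Reagent: Alexa488-FN, 24 nM final / Read-out: inhibition of fibronectin deposition signal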
esBAF inh: inhibitors of esBAF chromatin remodeling in mouse ES cells; Bmi1-luciferase knock-in reporter, 24 h; 100% = twice the neutral-well signal; reporter increase, % at 12.5 µM; 350,000 tested, 2% active; AID 602393; in the data active = activation above about 40%; inconclusive = no clear call, values can overlap the other calls;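 note: 0% = median of the plate's neutral control wells and 100% = double that signal; a rise in the Bmi1 reporter signal indicates esBAF inhibition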
EWS-Fli inh: inhibitors of EWS/Fli oncoprotein transcriptional activity. A673 NR0B1-luciferase reporter, viability-normalised. inhibition, % at 12.6 µM. 350,000 tested, 0.67% active;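 active = mean inhibition of at least 50% after viability correction, with every replicate also passing that limit; inconclusive = mean reaches 50% but only one of two replicates passes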;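 note: firefly luciferase signal divided by Alamar Blue viability fluorescence both relative to DMSO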
S100A4 MyoIIA: inhibitors of human S100A4 binding to myosin IIA peptide; 360,000 tested, 0.14% active; inhibition, % at 10.7 µM; S100A4/TAMRA-MyoIIA peptide fluorescence polarization;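 active = mean inhibition of at least 70% across replicates, with every replicate also reaching that level; inconclusive = mean inhibition reaches 70% but some replicates fall short; inactive = mean inhibition below 70%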
Target sequence (P26447 whole entry, looked up): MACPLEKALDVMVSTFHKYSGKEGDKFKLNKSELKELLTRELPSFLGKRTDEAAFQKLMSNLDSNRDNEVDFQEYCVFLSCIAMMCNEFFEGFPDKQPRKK
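Assay system: human S100A4 monomer with TAMRA-labelled myosin IIA peptide / Buffer or medium: Calcium-containing HEPES buffer, pH 7.2 / Reagent: TAMRA-labelled myosin IIA heavy-chain peptide probe, 5 nM / Compound: one dose per compound / Timing: polarization read 5 min after assay mix addition, stable 5–60 min / Benchmarks: neutral control DMSO, positive control TFP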
E-sel inducer: induces E-selectin expression in human endothelial cells. P16581. HUVEC E-selectin immunofluorescence imaging; normalized: neutral wells 0, TNF-alpha wells 100. activation, % at 7.58 µM. 260,000 tested, 0.37% active;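 active = mean E-selectin-positive cell signal at least 10% of the positive control, reached in at least 60% of replicates, without over 20% cell loss; inconclusive = no rule given, readout overlaps actives, possibly toxicity-flagged; inactive = the rest, including those meeting only one limit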;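 note: in these data hits start at about 27%; measured in HUVEC primary endothelial cells; signal is the percent of cells scored E-selectin positive by PE staining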
Target sequence (P16581 whole entry, looked up): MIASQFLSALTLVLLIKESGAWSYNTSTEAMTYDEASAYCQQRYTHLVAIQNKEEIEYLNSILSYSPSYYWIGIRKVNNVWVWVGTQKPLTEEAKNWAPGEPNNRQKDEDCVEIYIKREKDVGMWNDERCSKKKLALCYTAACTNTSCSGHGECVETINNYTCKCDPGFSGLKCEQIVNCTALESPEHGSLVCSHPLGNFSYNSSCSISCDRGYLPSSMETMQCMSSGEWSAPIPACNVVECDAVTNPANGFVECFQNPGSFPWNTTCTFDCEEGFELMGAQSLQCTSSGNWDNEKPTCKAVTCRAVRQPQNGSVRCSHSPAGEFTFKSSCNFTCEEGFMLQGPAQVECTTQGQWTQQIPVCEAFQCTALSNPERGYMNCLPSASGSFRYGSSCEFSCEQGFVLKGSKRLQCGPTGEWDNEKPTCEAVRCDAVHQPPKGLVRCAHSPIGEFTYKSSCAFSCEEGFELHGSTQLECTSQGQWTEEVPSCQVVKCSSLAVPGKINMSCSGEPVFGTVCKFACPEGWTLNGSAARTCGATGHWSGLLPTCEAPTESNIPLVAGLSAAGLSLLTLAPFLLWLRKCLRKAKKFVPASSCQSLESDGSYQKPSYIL
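Material: HUVEC primary endothelial cells; Amount: 3,000 cells per well; Dosing: single concentration; Medium: EGM-2 growth medium on 0.1% gelatin-coated wells; Read-out basis: percent E-selectin-positive cells; Signal: immunofluorescence imaging; Control set: TNF-alpha, DMSO.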
RAD54 branch: blocks human RAD54 Holliday junction branch migration | FAM/BHQ fluorescence | inhibition, % at 10.4 µM | 360,000 tested, 0.14% active | AID 602329;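 active = mean normalized replicate activity at least 40 and at least half of replicates scoring 40 or more; inconclusive = only one of the two criteria met; inactive = mean below 40 and under half of replicates reaching 40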;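 note: 0% = median of neutral control wells and 100% = median of positive control wells; inhibitors cause a drop in the FAM fluorescence signal; in these data hits start at about 50%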
RAD52 inh: blocks human RAD52 DNA annealing; P43351; recombinant RAD52 DNA annealing, FRET fluorescence; inhibition, % at 18.7 µM; 360,000 tested, 0.46% active; AID 651710;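 active = every replicate showing at least 50% inhibition; inconclusive = mean inhibition at least 50% but not in every replicate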
Starred values were filed as active, the others as inactive; u = inconclusive; x = no result given; & = joins results of further samples.

Molecule	Xi reactivation	FN deposit inh	esBAF inh	EWS-Fli inh	S100A4 MyoIIA	E-sel inducer	RAD54 branch	RAD52 inh
Cc1cccc(NS(=O)(=O)c2cc(C(=O)NCc3ccccn3)ccc2C)c1	0.3	x	17.3	x	-6.3	0.1	-3.6	-18.1
Cc1ccc(S(=O)(=O)NC(C(=O)N2CCOCCOCCOCCOCC2)C(C)C)cc1 (stereo not given)	-0.1	-16.1	-4.6	7.8	-1.5	x	-4.6	-14.3
COCC(=O)N1C[C@H]2[C@@H](c3ccccc31)[C@@H](CO)N2C(=O)c1ccncc1	0.2	x	-1.1	-0.6	17.5	-0.3	-5.6	-23.9
COc1ccccc1-c1nnc(SCC(=O)N2CCOCC2)o1	0.0	-7.5	28.7	-28.9	0.4	0.5	4.5	5.4
O=C(NNC(=O)c1csc(-c2ccccc2)n1)c1ccccc1	-0.2	9.2	13.0	1.8	-50.4	x	-9.8&-6.7	-5.7
COc1ccc(/C=N/NC(=O)CNc2ccc(Br)cc2)c(C(=O)O)c1OC	0.0	-22.4	x	-4.3	-11.6	x	3.9	-3.0
COc1ccc(C(C(=O)Nc2ccc(F)cc2)N2CCN(CC(=O)N3CCCC3)CC2)cc1 (stereo not given)	0.1	0.7	x	-10.8	-4.0	-0.1	x	-12.5
NC(=O)c1csc(CCNC(=O)c2ccccc2)n1	0.1	-16.6	2.4	1.0	1.5	-0.2	2.7	-6.7
Cn1c(CC(=O)NCCO)c(Sc2ccccc2)c2ccccc21	0.0	4.2	x	x	x	1.5	-1.7	x
CCCS(=O)(=O)N1CCN(Cc2ccncc2)CC1	x	x	0.4	5.1	-0.2	x	5.3	-12.8
Cc1cc(NC(=O)CSc2nc3cc(Cl)ccc3o2)no1	0.0	1.5	5.2	3.3	3.6	0.8	-11.0	-36.3
COc1cccc(C#Cc2ccc3c(c2)[C@@H]2[C@@H](CCN2S(=O)(=O)c2ccccc2)[C@H](CO)N3)c1	0.3	-3.1	x	x	-0.8	3.9	x	-2.0

Ordered by molar mass (highest first): 4 of the compounds above.
Molecule	Xi reactivation	FN deposit inh	esBAF inh	EWS-Fli inh	S100A4 MyoIIA	E-sel inducer	RAD54 branch	RAD52 inh
COc1ccc(C(C(=O)Nc2ccc(F)cc2)N2CCN(CC(=O)N3CCCC3)CC2)cc1 (stereo not given)	0.1	0.7	x	-10.8	-4.0	-0.1	x	-12.5
COc1ccc(/C=N/NC(=O)CNc2ccc(Br)cc2)c(C(=O)O)c1OC	0.0	-22.4	x	-4.3	-11.6	x	3.9	-3.0
Cc1cccc(NS(=O)(=O)c2cc(C(=O)NCc3ccccn3)ccc2C)c1	0.3	x	17.3	x	-6.3	0.1	-3.6	-18.1
Cn1c(CC(=O)NCCO)c(Sc2ccccc2)c2ccccc21	0.0	4.2	x	x	x	1.5	-1.7	x

Later entries:
Molecule	Xi reactivation	FN deposit inh	esBAF inh	EWS-Fli inh	S100A4 MyoIIA	E-sel inducer	RAD54 branch	RAD52 inh
O=C1CNC(=O)N1c1ccc(Cl)cc1	0.2	-2.2	-6.0	11.3	-3.9	0.0	-12.2	1.0
CC(=O)NCCNC(=O)C1Cc2c(-c3ccccc3Oc3ccccc3)ccnc2O1 (stereo not given)	-0.1	-7.2	-6.5	5.0	-1.2	-0.2	4.1	-1.5
CC(C)(C)CC(=O)NCCc1csc(-c2ccccc2)n1	0.0	5.5	x	-59.6	-2.5	-0.4	x	-10.4
COc1ccc(/C=C(\NC(=O)c2cccs2)C(=O)NN)cc1OC	0.2	1.7	-3.8	-9.0	-1.8	-0.1	-21.1	-41.2
CCc1ccccc1NS(=O)(=O)c1ccc2c(c1)C(C)(C)C(=O)N2C	0.3	4.6	-1.0	9.9	-0.6	-0.1	-3.2	4.2
COCC(=O)N1[C@H](CO)[C@H](c2ccc(-c3ccccc3)cc2)C12CN(C(C)=O)C2	0.2	-1.0	x	7.5	-4.2	0.1	x	-17.6
CC(=O)NC(Cc1ccc(F)c(F)c1)C(=O)NC1CCN(C(=O)c2ccc(C)cc2)CC1 (stereo not given)	0.0	-4.9	x	5.6	1.5	-0.1	x	-9.6
CCOC(=O)N1CCC(NC(=O)CSCc2nc(-c3ccc(OCC)cc3)oc2C)CC1	0.0	2.7	-1.8	x	7.3	x	x	-11.7
Cc1ccc(NC(=O)c2cc(C)no2)cc1	0.2	-1.2	31.3	-69.5	5.7	-0.2	-9.3	-6.7
O=C(NCCNCCO)C1(C(F)(F)F)C/C(=C\Cc2ccccc2)CCCO1 (stereo not given)	0.0	1.2	4.7	-21.0	-3.5	-0.2	3.4	-22.3
CC1(C)CC(N=C2C([N+](=O)[O-])=CC=C3C2=NC2(CCCCC2)N3O)CC(C)(C)N1	0.1	0.2	2.9	-4.0	-3.0	x	2.5	-0.6
COc1cccc(NC(=O)N[C@H]2C=C[C@@H](CC(=O)N3CCCCC3)O[C@H]2CO)c1	-0.2	x	5.1	-1.4	-54.0	-1.7	-3.4	-10.4
CCOc1ccc(NC(=S)NCc2ccc3[nH]c(C)cc3c2)cc1	0.2	2.1	5.0	6.2	4.6	-0.1	-6.8	-19.0
CC(C)N1C(=O)[C@@]2(Cc3ccccc31)c1ccccc1C(=O)N(Cc1ccccc1)[C@H]2c1ccc(CO)cc1	x	x	x	-8.9	2.4	x	-4.0	14.3
C[C@@H]1CCCCO[C@H](CN(C)S(=O)(=O)c2cn(C)cn2)[C@H](C)CN([C@@H](C)CO)C(=O)c2cc(NC(=O)Nc3ccc4c(c3)OCO4)ccc2O1	-0.3	x	4.9	8.5	-2.7	0.0	-6.8	15.6
CCCCNC(=O)Nc1nc(SCC(=O)OCC)n[nH]1	0.0	20.7	-6.8	1.9	-1.0	x	-6.3	-0.6
C[C@@H]1CCCCO[C@@H](CN(C)C(=O)C2CCCCC2)[C@@H](C)CN([C@@H](C)CO)C(=O)c2cc(NC(=O)CCC(F)(F)F)ccc2O1	0.1	x	3.8	-11.9	2.3	-0.1	0.6	-2.0
CC#CCC(CC#CC)c1nc2ccccc2c(=O)n1N	0.2	19.5	4.9	x	x	-1.4	-2.7	x
Cc1ccc(-c2cn(-c3ccccc3)c(=S)[nH]2)cc1C	0.1	-10.4	u	-25.8	-0.2	0.9	4.9	-27.6
O=S(=O)(c1ccccc1)N1CCN(C(=S)Nc2ccccc2)CC1	0.3	x	x	x	-1.8	-0.1	0.1	-0.4
CN(C)c1ccc(C(=O)OCC#CCSc2nnc(-c3cccc4ccccc34)o2)cc1	0.0	2.4	3.6	-6.1	8.6	-0.1	-10.3	-14.9
COc1ccc(OC)c(C2CC(=O)N3CN(c4ccccc4F)CSC3=C2C#N)c1 (stereo not given)	0.0	1.6	-6.7	-2.3	-7.6	x	-4.7	-3.2
CCOC(=O)OC(C)OC(=O)[C@@H]1N2C(=O)[C@@H](NC(=O)[C@H](N)c3ccccc3)[C@H]2SC1(C)C (stereo not given in full)	1.0	0.6	-3.7	0.6	-6.2	0.1	-9.7	-36.8
Cc1ccc(CNC(=O)CCC(=O)Nc2nnc(C)s2)cc1	0.0	1.6	-6.4	x	-4.3	x	2.8	-19.9
Cc1nnsc1C(=O)Nc1cccc(Cl)c1	x	-3.4	-5.6	-4.4	9.1	10.7	1.1	0.2
C[C@H](CO)N1C[C@H](C)[C@H](CN(C)Cc2cccc(C(F)(F)F)c2)OCc2ccccc2-c2ccccc2C1=O	0.7	-17.9	x	14.6	-6.9	-7.3	x	10.3
CC(=O)Nc1ccc(S(=O)(=O)NCc2nc(-c3ccccc3C)no2)cc1	0.0	-0.9	-3.1	4.9	-4.8	0.0	-1.8	-13.7
COc1cccc(-c2cn(CC[C@@H]3CC[C@@H](NC(=O)CN(C)C)[C@@H](CO)O3)nn2)c1	0.5	-15.4	0.4	-14.8	-0.3	0.0	-1.8	3.5
C[C@H](CO)N1C[C@H](C)[C@H](CN(C)CC2CCOCC2)Oc2ncc(C#Cc3ccncc3)cc2C1=O	x	x	-8.2	-20.0	23.3	x	5.2	-8.4
CCCC(=O)N1CCC(CCC(=O)NC2CC2)CC1	0.0	-31.3	-0.2	-2.1	10.9	x	6.7	-3.3
C=CCn1cccc(C(=O)Nc2ccc(OC)cc2OC)c1=O	0.0	1.6	3.7	-23.4	-3.3	x	x	2.4
COc1ccc(C(=O)Oc2cc(C(=S)N3CCOCC3)ccc2OC)cc1	0.2	-3.3	-2.5	2.9	-1.4	x	-0.5	-0.1
O=C(Nc1ccccc1F)C1CCCN(S(=O)(=O)c2cccc3cccnc23)C1 (stereo not given)	0.1	6.8	8.3	-5.6	3.3	-0.2	7.8	-8.0
O=C1/C(=C/c2ccc([N+](=O)[O-])cc2)Oc2cc(O)ccc21	-0.1	0.9	18.0	-73.6	-11.1	-0.1	x	-9.9
CCc1nc2c(OCCC3CCCCC3)cccn2c1N(C)C(=O)c1cccs1	0.0	0.9	9.6	17.1	-0.7	-0.4	3.7	5.5
CNC(C)C(=O)NC(C(=O)NC(C(=O)Nc1cccc2ccccc12)C(C)C)C(C)C (stereo not given)	0.0	1.5	7.4	6.5	-10.7	3.5	-0.9	-18.6
C[C@@H]1CN([C@@H](C)CO)C(=O)c2cc(NC(=O)Cc3ccccc3)ccc2O[C@H]1CN(C)C	-0.1	x	-1.3	0.6	-11.5	x	-5.5	-1.6
C[C@@H]1CN([C@@H](C)CO)C(=O)c2cccc(NC(=O)Nc3ccc4c(c3)OCO4)c2O[C@H]1CN(C)C(=O)Nc1ccc2c(c1)OCO2	0.0	x	1.4	-1.7	-3.9	-0.4	3.0	7.5
CCN(c1ccc(C(=O)CSc2nnc(C3CC3)n2C2CC2)cc1)S(C)(=O)=O	0.0	5.6	3.1	0.0	3.7	x	7.5	-17.3
C[C@H]1CN([C@@H](C)CO)C(=O)c2cc(NS(=O)(=O)c3cn(C)cn3)ccc2O[C@@H]1CN(C)S(=O)(=O)c1ccc(Cl)cc1	-0.6	x	-2.9	-2.1	5.2	-0.1	2.2	-2.1
C[C@@H]1CCCCO[C@H](CN(C)Cc2ccc(C(=O)O)cc2)[C@H](C)CN([C@@H](C)CO)C(=O)c2cc(NS(=O)(=O)c3ccc(Cl)cc3)ccc2O1	0.0	-2.5	-1.7	-5.1	-1.6	-0.1	-4.1	-1.9
